Compound activity deposited in PubChem by several laboratories.
CDK5 inh: blocks human CDK5/p35 kinase activity; Q00535+Q15078; Recombinant CDK5/p35, ADP-Glo luminescence, 60 min; inhibition, % at 10 µM; 330,000 tested, 0.01% active; AID 488839;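 active = highest replicate inhibition of at least 50% and at least 75% of replicates reaching 50%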;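 also: plate controls were DMSO neutral control for no effect and GW8510 at 10 µM for full effect; many of its hits are not listed in these tables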
MITF act: increases MITF-driven TRPM1 promoter luciferase signal. 300,000 tested, 0.75% active. activation, % at 12.5 µM. SK-MEL-5 TRPM1-promoter luciferase, 24 h; % of positive control, neutral wells = 0;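 active = mean activation of at least 80% with every replicate also reaching 80%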;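 also: 0% = neutral control wells and 100% = parthenolide positive control wells; values of inactives mirror those of a sister screen read the other way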
Wnt act: Wnt/beta-catenin pathway activation. Wnt/beta-catenin reporter cell assay, activator, plate reader. activation, % at 9.35 µM. 300,000 tested, 1.2% active; in the data active = activation above about 30%, passing the limit was not always enough;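 also: 0% = neutral control wells and 100% = positive control wells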
RTF Ca sens act: cardiac RTF calcium sensitization | IANBD-labeled TnC RTF fluorescence at EC20 calcium; 0% EC20 calcium, 100% full calcium | activation, % at 7.2 µM | 340,000 tested, 0.24% active | AID 493008;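 active = activation above the mean over all tested compounds plus 3 SD, cut at about 30% in these data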;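 also: rise in fluorescence read as greater calcium sensitivity of cardiac thin filaments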
PvdQ acylase: blocks Pseudomonas aeruginosa PvdQ acylase activity. purified PvdQ acylase, fluorescence plate reader. inhibition, % at 10 µM. 340,000 tested, 0.063% active; in the data active = inhibition above about 30%, passing the limit was not always enough;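 also: 0% = vehicle neutral wells and 100% = reference inhibitor wells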
SR-BI HDL uptake: blocks mouse SR-BI lipid uptake from DiI-HDL; Q61009; ldlA[mSR-BI] CHO cells, DiI-HDL uptake fluorescence, 3 h; inhibition, % at 12.5 µM; 320,000 tested, 0.96% active;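 active = mean replicate inhibition of at least 70% and a set share of replicates each scoring 70 or more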;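 also: 0% = median of neutral control wells and 100% = median of positive control wells; values of inactives mirror those of a sister screen read the other way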
HTR5A ag ctr: HTR5A agonism, opioid heterodimer counter-screen | activation, % at 9.3 µM | AID 504692 | HTR5A agonist assay, luminescence, cell-based | P47898 | 340,000 tested, 0.61% active; in the data active = activation mostly above about 9.5%, no sharp cut-off; inactive = mostly below about 7.6%;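 also: 0% = cells with vehicle only and 100% = reference agonist; strong numbers were not always called active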
Target sequence (P47898 whole entry, looked up): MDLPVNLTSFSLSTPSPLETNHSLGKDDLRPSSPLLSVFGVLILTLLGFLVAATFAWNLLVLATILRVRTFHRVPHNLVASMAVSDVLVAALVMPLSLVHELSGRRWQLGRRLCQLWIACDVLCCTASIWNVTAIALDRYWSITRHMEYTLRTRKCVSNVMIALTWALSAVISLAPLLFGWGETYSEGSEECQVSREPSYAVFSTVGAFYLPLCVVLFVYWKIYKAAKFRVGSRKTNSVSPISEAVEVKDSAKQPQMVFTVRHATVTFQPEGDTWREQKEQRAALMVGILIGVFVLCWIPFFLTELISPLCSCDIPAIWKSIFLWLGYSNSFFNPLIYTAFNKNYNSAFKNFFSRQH
Rtt109 Vps75: inhibitors of Candida albicans Rtt109/Vps75 histone acetyltransferase. 330,000 tested, 0.16% active. inhibition, % at 34.9 µM. purified Rtt109/Vps75, ThioGlo CoA-SH fluorescence, 4 h. AID 540336;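 active = inhibition of at least 50% in every replicate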
Target sequence (Q5AAJ8 whole entry, looked up): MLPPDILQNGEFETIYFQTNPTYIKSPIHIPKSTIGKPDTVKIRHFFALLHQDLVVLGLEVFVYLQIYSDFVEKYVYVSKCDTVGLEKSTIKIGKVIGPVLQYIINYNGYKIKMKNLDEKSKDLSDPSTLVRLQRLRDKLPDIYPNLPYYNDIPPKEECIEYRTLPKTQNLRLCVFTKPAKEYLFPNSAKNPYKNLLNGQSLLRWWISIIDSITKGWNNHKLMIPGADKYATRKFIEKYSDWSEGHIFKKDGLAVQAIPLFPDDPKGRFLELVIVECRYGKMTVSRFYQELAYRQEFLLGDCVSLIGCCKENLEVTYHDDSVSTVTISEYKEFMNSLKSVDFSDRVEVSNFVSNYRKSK
dFosB activator: enhances mouse delta FosB homodimer DNA binding; P13346; purified delta FosB, TAMRA-CDK5 oligo fluorescence polarization; percent of positive-control signal above neutral wells; 340,000 tested, 0.99% active; activation, % at 25 µM; AID 493131;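 active = mean activation above about 17%, with every replicate also reaching it, limit read from the data, passing the limit was not always enough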;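 also: fluorescence polarization rise as delta FosB binds a TAMRA Cdk5 AP-1 oligo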
Target sequence (P13346 whole entry, looked up): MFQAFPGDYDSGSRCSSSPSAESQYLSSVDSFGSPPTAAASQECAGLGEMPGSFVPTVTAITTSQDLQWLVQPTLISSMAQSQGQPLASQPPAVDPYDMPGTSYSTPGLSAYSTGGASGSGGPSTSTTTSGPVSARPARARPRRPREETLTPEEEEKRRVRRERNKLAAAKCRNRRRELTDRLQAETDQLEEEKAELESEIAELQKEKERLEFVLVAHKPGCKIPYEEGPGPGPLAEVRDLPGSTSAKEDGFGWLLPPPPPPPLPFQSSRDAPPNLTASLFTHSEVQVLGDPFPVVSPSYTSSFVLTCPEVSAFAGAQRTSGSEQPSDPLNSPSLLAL
SR-BI uptake up: activators of SR-BI mediated HDL lipid uptake. CHO ldlA[mSR-BI] cells, DiI-HDL uptake fluorescence, 3 h; 100 = double the neutral-control signal. activation, % at 12.5 µM. 320,000 tested, 0.096% active. AID 504775;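 active = mean replicate activation of at least 60% and every replicate at or above 60%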;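 also: 0% = median plate neutral-control signal and 100% = twice that signal; values of inactives mirror those of a sister screen read the other way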
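Test system: SR-BI-overexpressing, LDLR-lacking CHO cells. Measured by: DiI fluorescence, bottom read. Medium: Ham's F12 with 0.5% BSA, HEPES 25 mM, pH 7.4. Timing: 3 h uptake period with compound, 37 °C.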
An asterisk follows results filed as active; . = not tested or not shown. No enrichment for hits; any-hit rate near 4.4%.

canonical_smiles,CDK5 inh,MITF act,Wnt act,RTF Ca sens act,PvdQ acylase,SR-BI HDL uptake,HTR5A ag ctr,Rtt109 Vps75,dFosB activator,SR-BI uptake up
COc1ccccc1NC(=O)NC(N)=O,-2.0,-4,1,7,-15,-35,-2,-13,-4,35
CC(C)C[C@H](NC(=O)c1nc[nH]c1C(=O)NCCCCCNC(=O)OC(C)(C)C)C(=O)OC(C)(C)C,-0.4,6,-8,-3,-5,1,12,16,-29,-1
CN(CC1CCOCC1)C(=O)CC1C(=O)NCCN1Cc1cccc(C(F)(F)F)c1 (stereo not drawn),2.2,2,-3,-1,-12,1,5,-8,-12,-1
CCOc1cc(/C=N/O)cc(Br)c1OCC,1.4,-8,-5,-2,-16,8,-5,3,-6,-8
Cc1nnc(NCCc2ccccc2)n(N)c1=O,-1.2,-5,0,2,10,-7,-1,-4,1,7
CCOC(=O)NC(=O)/C(C#N)=C\Nc1sccc1C(=O)OC,-13,-2,-1,0,-2,9,0,4,-3,-9
CCN(c1ccc(OC)cc1)S(=O)(=O)c1nnc(NC(=O)COc2ccc(C)cc2)s1,-2.5,-2,.,-4,5,-31,-4,57*,-10,31
CCOC(=O)c1sc2cccc(F)c2c1N,-0.3,11,-2,-1,-6,10,-1,-3,0,-10
COc1ccccc1NC(=O)N1CCN(c2ccccn2)CC1,-2.5,.,2,3,-15,9,7,0,1,-9
FC(F)(F)c1cc(-c2ccccn2)nc2cc(-c3ccccc3)nn12,3.9,.,2,0,-14,4,-5,-8,7,-4
O=C(OCC(=O)N(CCc1ccccc1)Cc1ccccc1)c1cccc(S(=O)(=O)N2CCOCC2)c1,-3.5,-17,-3,5,-15,60,3,3,-12,-60
O=C(Cc1cccc2ccccc12)N/N=C/c1ccc(Sc2nc3ccccc3s2)o1,1.7,-33,-4,-1,-14,-1,1,-1,-1,1
CCOc1ccc2nc(COC(=O)c3cccs3)c(C(C)=O)[n+]([O-])c2c1,-0.5,-3,-1,-2,6,-3,-1,-5,1,3
O=C(O)C(C(=O)Oc1ccccc1)C(C(=O)O)C(=O)Oc1ccccc1 (stereo not drawn),0.9,.,-1,-1,-6,-22,0,-7,-7,22
CC(=NNC(=S)N1CCCCCC1)c1cccc2cccnc12,0.9,-50,-2,-3,-20,25,-3,1,2,-25
CCCOc1ccc(-c2nc(=S)[nH][nH]2)cc1,4.8,57,0,2,-1,-37,2,8,8,37
CCC(C)[C@H](NC(=O)[C@@H]1CSC2c3ccccc3C(=O)N21)C(=O)NC1CCCC1 (stereo partly drawn),1.2,-4,-2,7,-11,-21,0,-14,-1,21
COCc1nc2ccccc2n1Cc1ccccc1Br,-1.0,17,.,0,-14,4,1,0,-2,-4
Cn1c(=S)[nH]c2sc3c(c2c1=O)CCC(C(C)(C)C)C3 (stereo not drawn),0.8,62,12,3,4,-11,4,14,-4,11
COc1ccc(C(c2c(C)n(C)n(-c3ccccc3)c2=O)c2c(C)n(C)n(-c3ccccc3)c2=O)cc1OC,0.0,2,0,1,-18,-5,-3,-3,5,5
COc1ccc(CCNC(=O)CSCc2ccc(F)cc2)cc1OC,0.7,-3,.,2,-8,-10,-6,-7,6,10
CC(C)c1onc(C(=O)N2C(C)CCCC2C)c1[N+](=O)[O-] (stereo not drawn),-0.8,0,.,-9,-2,3,-7,6,-1,-3
CC(=NCCc1ccccc1)C1=C(O)CSC1=O,0.2,1,.,0,10,-15,12,1,-1,15
COC(=O)c1ccccc1NC(=O)Nc1ccc(Cl)cn1,-2.8,-12,-2,8,-24,-8,2,-3,-1,8
O=C(O)c1cccc(S(=O)(=O)Nc2ccc3oc(=O)sc3c2)c1,-0.3,4,-3,1,19,-20,1,22,6,20
Cc1cccc(C(=O)O/N=C(\N)Cc2ccc([N+](=O)[O-])cc2)c1,0.6,-4,.,2,-14,18,0,3,-5,-18
COc1ccc(NC(=O)c2ccc(S(=O)(=O)N(C)C)cc2)cc1,1.1,8,1,-1,-2,-6,4,-2,3,6
CCOc1ccc(CCNC(=O)CCNS(=O)(=O)c2ccc3c(c2)CCN3C(C)=O)cc1OCC,-2.8,-10,-3,-4,-13,1,-2,-4,-4,-1
Cc1cccc(NS(=O)(=O)c2ccc(C)c(C(=O)NCC(c3cccs3)N3CCOCC3)c2)c1 (stereo not drawn),-0.8,.,-3,-2,-14,-1,-4,-1,-10,1
O=C(CCCc1c[nH]c2ccccc12)N1CCOCC1,-0.2,6,.,0,-5,1,-1,-6,0,-1
COc1cc2nc(CN3CCN(S(=O)(=O)c4ccc(Cl)cc4)CC3)[nH]c(=O)c2cc1OC,2.4,-5,-2,-2,9,-10,-2,-6,-6,10
COC(=O)c1cc2occc2n1Cc1nc(-c2ccccc2Cl)oc1C,-0.7,.,-3,-7,-11,16,-1,-6,11,-16
CCOC(=O)N1CCC(NC(=O)c2cc(C(=O)Nc3ccc(OC)c(OC)c3)ccc2CO)CC1,-8.8,-3,0,14,-17,47,-1,2,0,-47
C#CCCOC(=O)N1C2=NC(C(=O)OC)=C(C(=O)OC)[C@@H]3N(C)c4ccccc4[C@]23C[C@H]1C(=O)OC,-3.5,-9,1,6,-9,-7,4,-1,-4,7
CC(=O)C1=C(C)Nc2ncnn2C1c1ccc(O)cc1 (stereo not drawn),0.8,4,0,9,-8,-7,3,1,7,7
O=C(NCCC1CCCCN1S(=O)(=O)c1ccccc1)C(=O)Nc1ccccc1F (stereo not drawn),2.5,5,0,1,9,-9,8,0,2,9
NC(=O)C1CN(S(=O)(=O)c2ccc(Cl)cc2F)c2ccccc2O1 (stereo not drawn),0.2,-31,0,-11,0,4,1,9,-8,-4
Cn1cnnc1SCC(=O)c1c[nH]c2ccccc12,-0.9,-11,2,5,-14,3,3,8,-8,-3
CC(C)(C)C(=O)NCCCc1nc2ccccc2n1CCCOc1ccc(Cl)cc1,0.2,-6,.,-2,-10,23,-7,14,-2,-23
O=C(CSc1ncccn1)N/N=C/c1ccc(OC2CSC2)cc1,-2.2,6,17,2,-13,-22,-2,2,-6,22
COc1ccc(N2CCN(C(c3ccc4ncccc4c3)c3nnnn3C(C)(C)C)CC2)cc1 (stereo not drawn),-0.4,11,-1,5,-14,-10,2,-8,-16,10
O=C(Oc1ccc(C(=S)N2CCOCC2)cc1)c1ccccc1F,2.8,-5,3,-7,-25,-5,-2,-3,-4,5
Cc1nnc(C)n1/N=C/c1ccc2c(c1)OCCO2,-0.8,.,.,1,-10,-39,1,-12,-1,39
CCOC(=O)CNC(=O)Cn1cnc2c(nnn2-c2ccc(F)cc2)c1=O,-0.5,-6,-1,1,-14,-10,-1,-3,-6,10
COc1cccc(OC)c1OCCN1CCN(C(c2ccccc2)c2ccccc2)CC1,1.3,3,0,-4,12,8,-4,14,-2,-8
CC(C)CC1NC(=O)N(CC(=O)Nc2cc(S(=O)(=O)N3CCOCC3)ccc2Cl)C1=O (stereo not drawn),-1.1,2,2,2,-7,-24,-1,-1,-1,.
CCCCCCCOc1ccc(OC(=O)c2cccnc2)cc1,-0.6,27,.,-10,2,24,0,14,-7,-24
NC(=O)COC(=O)c1ccc(Oc2ccccc2)cc1,-1.1,.,6,9,-11,16,0,2,0,-16
COc1cc(C(=O)Oc2ccccc2/C=N/NC(=O)c2ccc(C)c(Cl)c2)cc(OC)c1OC,-5.2,7,.,-2,2,115*,1,-10,-3,-115
O=c1ccc(S(=O)(=O)N2CCCC2)cn1Cc1nc(-c2ccccc2)no1,-1.0,8,8,-2,-5,3,3,1,-8,-3
Cc1c(C#N)c2ccccc2n1CC(=O)NCc1cccnc1,-2.1,-8,.,2,-9,-16,-1,-2,0,16
CCN(CC)CCNC(=O)c1ccc(NC(=O)c2cccc(S(=O)(=O)N3c4ccccc4CC3C)c2)cc1 (stereo not drawn),0.7,-92,12,-8,1,-2,2,7,-83,2
O=C(COC(=O)CN1C(=O)c2ccccc2C1=O)Nc1ccccc1,0.4,4,1,3,-2,-4,0,-3,0,4
CCOC(=O)CC(=O)CSc1ncnc2c1nnn2-c1ccc(F)cc1,-0.6,3,2,-3,5,-30,0,-43,-8,30
O=C(c1ccco1)N(Cc1ccc(Cl)cc1)Cc1ccco1,0.1,-15,-1,-2,2,16,0,6,-3,-16
CC1=CC(=C(C#N)C#N)C=C(C)N1CCN1CCNCC1,1.5,2,1,-1,1,-23,-2,-5,19*,23
CCOC(=O)c1ccc(N2CCOCC2)c(NC(=O)c2nccnc2C(=O)O)c1,-4.7,8,3,2,-3,-9,-1,-1,1,9
Fc1ccc(-c2nc3ccccc3c3nc4ccccc4n23)cc1,-2.1,-9,-2,3,-12,25,0,1,-10,-25
N#CC1=C(N)Nc2nc3ccccc3n2C1c1ccc(F)cc1 (stereo not drawn),-0.2,-1,.,-2,4,-1,2,4,3,1
COc1ccc(OCC(=O)NNC(=O)CCc2ccccc2)cc1,0.2,13,-1,0,5,0,-1,5,5,0

An excerpt from above in order of their number in CDK5 inh, descending.
molecule	CDK5 inh
O=c1ccc(S(=O)(=O)N2CCCC2)cn1Cc1nc(-c2ccccc2)no1	-1.0
CC(C)CC1NC(=O)N(CC(=O)Nc2cc(S(=O)(=O)N3CCOCC3)ccc2Cl)C1=O (stereo not drawn)	-1.1
Cc1c(C#N)c2ccccc2n1CC(=O)NCc1cccnc1	-2.1

The listing continues.
canonical_smiles,CDK5 inh,MITF act,Wnt act,RTF Ca sens act,PvdQ acylase,SR-BI HDL uptake,HTR5A ag ctr,Rtt109 Vps75,dFosB activator,SR-BI uptake up
CC1C(=O)N2CCCc3cc(S(=O)(=O)N(C)c4ccccc4)cc1c32 (stereo not drawn),-0.3,-1,-2,-1,9,-13,-3,0,-17,13
O=C(N/N=C/c1cccnc1)NC12CC3CC(CC(C3)C1)C2,0.4,.,6,1,-6,-18,2,-6,-17,18
COc1ccccc1OCCN1CSC(=S)N(C)C1,-0.5,-71,5,4,-8,-13,1,4,-6,13
COc1ccc(S(=O)(=O)N(C)CC(=O)NCCN2CCOCC2)cc1,-0.4,-7,0,-4,2,.,-4,10,3,.
N/C(=N\OC(=O)N1CCOCC1)c1ccccc1,-0.1,26,.,7,-19,0,1,2,-3,0
CCOC(=O)c1cnn(Cc2ccc(C)cc2)c1N,2.1,8,0,10,-15,-27,-1,0,-5,27
CN(C)CCN1C(=O)c2cccc3cc([N+](=O)[O-])cc(c23)C1=O,0.9,.,-17,1,4,-5,4,11,49*,5
Cc1ccc(Nc2nc(N)nc(CN3CCN(c4ccccc4F)CC3)n2)cc1,-1.6,-8,.,-4,-8,9,4,1,-10,-9
N#Cc1c(C(F)(F)F)cc(-c2ccccc2)nc1SCC(=O)Nc1sc2c(c1C#N)CCC2,-0.5,1,.,2,-6,106*,1,-6,10,-106
